High-throughput results from PubChem BioAssay.
UDG counter = Primary qHTS assay for inhibitors of Activation Induced Cytidine Deaminase (AID): UDG Counterscreen signal. 91,000 tested, 0.14% active. Uracil-DNA glycosylase. AID 1347430, 2020. FRET deamination/UDG coupled assay, UDG read, 4 h. Potency, µM (highest dose often 115 µM), without a hit: top-dose activity change, negative = inhibition, actives largely listed as inhibitors; also: nearly all actives have a fitted effect of over 65% in size
AID inh = Primary qHTS assay for inhibitors of Activation Induced Cytidine Deaminase (AID): AID signal | Single-stranded DNA cytosine deaminase (Homo sapiens), Q9GZX7 | AID deamination FRET fluorescence, UDG-coupled, 4 h | Potency, µM (top dose mostly 115 µM), for inactives: at the highest dose activity change, negative = inhibition, usual class: inhibitors | 91,000 tested, 0.32% active; also: nearly all actives have a fitted effect of over 25% in size
Target sequence (Q9GZX7 whole entry, looked up): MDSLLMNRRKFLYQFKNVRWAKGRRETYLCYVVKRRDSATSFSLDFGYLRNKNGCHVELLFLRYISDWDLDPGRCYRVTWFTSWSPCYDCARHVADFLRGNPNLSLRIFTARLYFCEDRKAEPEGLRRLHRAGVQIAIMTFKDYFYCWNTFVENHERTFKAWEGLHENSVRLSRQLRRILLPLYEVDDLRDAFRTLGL
Starred values were filed as active, the others as inactive; u = inconclusive; & = joins results of further samples; [ ] = dose if it differs, or a comment. Calls follow the shape of the dose curve; as a rule, active = well fitted curve in the direction sought with a large enough effect; inconclusive = small, poorly fitted or top-dose-only effect, or another doubt; inactive = no such curve, though single readings can be large; an effect the other way counts as inactive or inconclusive. % is scaled to controls: 0 for no effect and ±100 for the full control effect; potency is read from the fitted curve at half-maximal effect.

| mol | UDG counter | AID inh |
| --- | --- | --- |
| O=C(CSc1cn(CC(=O)N2CCCC2)c2ccccc12)Nc1ccc(C(F)(F)F)cc1 | -6% | 15% |
| CCc1cc(CC)n(-c2nc3c(c(=O)[nH]c(=O)n3C)n2CCOC)n1 | -2% | -3% |
| CCCCNc1nc2c(-c3cccc(C)c3)nnn2c2ccccc12 | 4% | 1% |
| COc1ccc(Cl)cc1NC(=O)CN(c1cc(C)cc(C)c1)S(=O)(=O)c1c(C)n[nH]c1C | -2% | -15% |
| CC(C)(C)OC(=O)N1CCC(c2c(C(=O)N3CCN(c4ncccn4)CC3)cnn2-c2ccccc2)CC1 | u | 6% |
| CCCOC(=O)C(C)Oc1ccc2c(=O)c(Oc3ccc(CC)cc3)coc2c1 (configuration not stated) | -3% | -7% |
| Cc1nn(C(C)(C)C)c(OC(=O)c2cccc(F)c2)c1Sc1ccccc1 | u | 5% |
| CCCc1nnc2sc(-c3ccc4c(c3)OCO4)nn12 | 0% | -5% |
| COc1ccc(/C=C\c2onc(C)c2S(=O)(=O)N2CCC(C(=O)Nc3cccc(OC)c3)CC2)cc1 | -10%[57.5 µM] | 3% |
| COc1ccc(CNC(=O)CCCn2nc(C)c3c(C)n(-c4ccccc4)nc3c2=O)cc1 | 1% | 2% |
| O=c1cc(-c2ccccc2)oc2cc(OCc3ccccc3)cc(O)c12 | -8% | 7% |
| Fc1ccc(CNCc2cccs2)cc1 | 9% | 4% |
| O=c1c(-c2ccc(O)cc2)coc2cc(O)cc(O)c12 | -15% | 0% |
| CCCN1CCC(NC(=O)Cc2c[nH]c3ccccc23)CC1 | 7% | 1% |
| Cc1cc(-c2ccc(C)c(S(=O)(=O)NCc3cccs3)c2)on1 | -18% | 1% |
| COc1ccc(NC(=O)CCn2nc(-c3ccc(Cl)cc3)c3ccccc3c2=O)cc1C(N)=O | 7% | 0% |
| CN(C)CCN(Cc1cccc(F)c1)C(=O)c1ccc(S(C)(=O)=O)cc1 | -2% | -7% |
| O=C(Nc1ccc[nH]c1=O)c1cc[n+]([O-])cc1 | -1% | -1% |
| Cc1ccc(N2CCN(C(=O)c3cn(C)c4ccc(S(=O)(=O)N5CCCC5)cc4c3=O)CC2C)cc1 (configuration not stated) | -3% | -9% |
| COc1ccccc1NC(=O)C1=C(C)Nc2nc(SC)nn2C1c1ccccc1Cl (configuration not stated) | 1% | -20% |
| CC(=O)c1cccc(NC(=O)CCn2nc(C)c(S(=O)(=O)N3CCCCC3)c2C)c1 | -11% | 0% |
| NC(=O)c1ccc(NC(=O)CCc2ncc(-c3ccc(F)cc3)o2)cc1 | -5% | 6% |
| O=C(/C=C/c1ccco1)OCC(=O)c1ccccc1 | -1% | 12% |
| O=C(CCCCCn1c(=O)c2sccc2n(Cc2ccccc2Cl)c1=O)NCc1ccc2c(c1)OCO2 | -2% | 1% |
| CCNC(=O)NC(=O)CN(Cc1ccccc1)CC(C)C(=O)OC (configuration not stated) | 1% | -1% |
| CCN(CC)C(=O)c1sc2c(c1C)c(=O)n(-c1ccc(OC)cc1OC)c(=O)n2CC(=O)Nc1ccccc1 | -5% | -7% |
| O=S(=O)(c1cccs1)N(Cc1ccco1)Cc1cccs1 | 4% | 2% |
| CCCn1nc(C(=O)N2CCc3ccccc32)c2ccccc2c1=O | -2% | -17% |
| COc1ccc(-c2c(C)c3cc(OS(=O)(=O)c4ccc(Cl)cc4)ccc3oc2=O)cc1 | -4% | 3% |
| CC(NC(=O)c1cccc(Nc2nc3ccccc3n3nnnc23)c1)c1ccccc1 (configuration not stated) | -10%[57.5 µM] | -9% |

Fetched by compound from the entries so far (7):
| mol | UDG counter | AID inh |
| --- | --- | --- |
| COc1ccc(Cl)cc1NC(=O)CN(c1cc(C)cc(C)c1)S(=O)(=O)c1c(C)n[nH]c1C | -2% | -15% |
| CCc1cc(CC)n(-c2nc3c(c(=O)[nH]c(=O)n3C)n2CCOC)n1 | -2% | -3% |
| O=S(=O)(c1cccs1)N(Cc1ccco1)Cc1cccs1 | 4% | 2% |
| CCNC(=O)NC(=O)CN(Cc1ccccc1)CC(C)C(=O)OC (configuration not stated) | 1% | -1% |
| CCN(CC)C(=O)c1sc2c(c1C)c(=O)n(-c1ccc(OC)cc1OC)c(=O)n2CC(=O)Nc1ccccc1 | -5% | -7% |
| COc1ccc(NC(=O)CCn2nc(-c3ccc(Cl)cc3)c3ccccc3c2=O)cc1C(N)=O | 7% | 0% |
| O=c1cc(-c2ccccc2)oc2cc(OCc3ccccc3)cc(O)c12 | -8% | 7% |

Additional results follow.
| mol | UDG counter | AID inh |
| --- | --- | --- |
| CCc1ccc(NC(=O)C2=CC(c3ccc4c(c3)OCO4)=NS(=O)(=O)N2C)cc1 | 5% | -12% |
| O=C(NCCc1nc2ccccc2n1Cc1ccc(F)cc1)c1ccco1 | -6% | -6% |
| Cc1cc(NC(=O)c2coc(Br)c2)no1 | -2% | -10% |
| CCCN(Cc1cc2ccc(C)cc2[nH]c1=O)S(=O)(=O)c1ccccc1 | -9% | -11% |
| COc1ccc(C)cc1NC(=O)CCS(=O)(=O)c1cc2c3c(c1)CCN3C(=O)CC2 | 2% | 15% |
| Cn1c(=O)n(Cc2ccccc2)c(=O)c2c1nc(NCc1ccccc1)n2Cc1ccccc1 | -7% | -9% |
| O=C1CN(C(=O)c2c(F)cccc2Cl)C(c2ccc(F)cc2)c2cc(Br)ccc2N1 (configuration not stated) | -4% | -19% |
| CCCC(=O)Nc1ccc(-c2nc3cc(OC)ccc3o2)cc1 | 2% | -4% |
| CCC(C)N1C(=O)S/C(=C\c2cn(C)c3ccccc23)C1=O (configuration not stated) | -16% | -7% |
| CS(=O)(=O)Nc1ccc(-c2csc(N3CCCCC3)n2)cc1 | -1% | -4% |
| Cc1oc(-c2ccccc2)nc1CSCC(=O)Nc1ccccc1C(F)(F)F | -4% | -8% |
| Cc1nn(CC(=O)Nc2nc3ccccc3s2)c(=O)c2ccccc12 | -1% | -2% |
| O=c1cc(CSc2ccccc2NS(=O)(=O)c2ccc(F)cc2)nc2ccc(Cl)cn12 | 1% | 2% |
| Cc1cccc(-n2ncc(C(=O)N3CCN(c4ccc(Cl)cc4)CC3)c2C2CCN(C(=O)OC(C)(C)C)CC2)c1 | -8% | -16% |
| CCOc1ccc2c(c1)cc(C(=O)NCc1cccc(OC)c1)n2C | -2% | 8% |
| COc1ccc(NC(=O)Cc2c(C)[nH]n(-c3nc(-c4ccc(Cl)cc4)cs3)c2=O)cc1 | 0% | -6% |
| Cc1ccc(CNC(=O)CCCCCn2c(=O)c3sccc3n(CC(=O)Nc3ccc(C)c(F)c3)c2=O)cc1 | 28% | 10% |
| Cc1ccccc1CC(=O)NC12CC3CC(CC(C3)C1)C2 | -3% | 1% |
| COC(=O)CCNC(=O)c1ccc(COC(C)=O)cc1 | 1% | -3% |
| CC(C)N(Cc1ccccc1)C(=O)COC(=O)c1ccc(F)cc1F | 15% | -3% |
| CCN(CC)c1cc(C)c2cc(NC(=O)c3cccc(OC)c3)ccc2n1 | -18% | 79µM* |
| Cc1cc(SCC(=O)NC2(C)CCS(=O)(=O)C2)nc2c(C)cccc12 (configuration not stated) | -1% | 4% |
| CCc1ccc(-c2nc3cc(NC(=O)c4cccc(OC)c4)ccc3o2)cc1 | -8% | -8% |
| Cc1ccc(CN(C(=O)c2ccco2)c2nc3nc(C)c(Cc4ccccc4)c(=O)n3[nH]2)cc1 | 6% | -20% |
| Cc1ccc(Cl)cc1N1CCN(C(=O)c2ccc(CS(=O)(=O)c3ccccc3C)o2)CC1 | u | u |
| COc1ccc(-c2nc(SC(CC(=O)NCc3ccco3)c3ccc(C)cc3)n[nH]2)cc1 (configuration not stated) | 35%[activator] | -8% |
| COc1ccc2c(C)c(CCC(=O)NCc3cccc(Cl)c3)c(=O)oc2c1 | -9% | -2% |
| CCN(CC)c1ccc2cc(-c3nc4sc5c(c4c(=O)[nH]3)CCC(C(C)(C)C)C5)c(=O)oc2c1 (configuration not stated) | -5%[57.5 µM] | 5% |
| COC(=O)CNC(=O)N1CCN(S(=O)(=O)c2ccc3c(ccn3C)c2)CC1 | -4% | 44%[activator] |
| COc1cc(NC(=O)C2=C(C)OCCS2)c(Cl)cc1C(=O)NCc1ccc2c(c1)OCO2 | 4% | -2% |
| Cc1ccc(CNC(=O)CCC(=O)N2CCSc3nc(C)cc(C)c32)cc1 | 12% | 4% |
| CC(N)c1ccc(S(N)(=O)=O)cc1 (configuration not stated) | 7% | 5% |
| CCN(Cc1cccc(F)c1)C(=O)Cn1cnc2c1c(=O)n(C)c(=O)n2C | -6% | -3% |
| CCCCOC(=O)C(C)Oc1ccc2c(=O)c(-c3ccccc3OC)coc2c1 (configuration not stated) | 2% | -5% |
| CCOC(=O)c1c(C)oc2ncnc(N3CCN(c4ccccc4OC)CC3)c12 | 5% | 1% |
| O=C(NCC1(N2CCOCC2)CCSC1)Nc1ccc(F)cc1F (configuration not stated) | 1% | 2% |
| CC(C)c1nnc(NC(=O)Cn2ccc3ccc(Cl)cc32)s1 | 1% | 0% |
| CSC(C)C(=O)Nc1ccc(I)cc1 (configuration not stated) | -1% | -2% |
| CN(C)CCNC(=O)c1ccc2c(c1)NC(=O)C(CS(=O)(=O)Cc1cccc(Br)c1)N2 (configuration not stated) | -7% | 135%[activator] |
| Cc1ccc(/C=C/C(=O)c2ccc(O)c(CCCl)c2)c(C)c1 | -9% | -10% |
| COc1ccc(CNC(=O)CSCc2ccc(C)cc2)c(OC)c1 | -3%[57.5 µM] | -7% |
| Cc1ccc(C2=C(O)C(=O)N(c3ccc(F)cc3)C2c2ccccc2)cc1 (configuration not stated) | 0% | -2% |
| Cn1c(=O)c2[nH]c(-c3ccccc3)nc2n(C)c1=O | -3% | 2% |
| CCCCCn1c(=O)[nH]c2cc(C(=O)NC(C)CC)ccc2c1=O (configuration not stated) | -4% | 6% |
| Cc1cc(NC(=O)CSc2nccn2-c2cccc(F)c2)no1 | -1% | 3% |
| CC(C)(C)c1ccc(/C=N/OCC(=O)N2CCC(Cc3ccccc3)CC2)cc1 | -8% | -22% |
| COc1ccccc1NC(=O)c1cccc(S(=O)(=O)N2CCCCCC2)c1 | 8% | -13% |
| CC(=O)c1cccc(OCc2ccccc2C#N)c1 | 1% | -7% |
| CNc1ncnc2c1cnn2-c1ccc(C)c(C)c1 | 22% | -1% |
| CCc1ccc(C(=O)COC(=O)c2nn(C)c(=O)c3ccccc23)cc1 | 0% | -9% |
| CCOC(=O)C1CCN(C(=O)Cn2nc(CC)n3c(cc4occc43)c2=O)CC1 | -2% | -3% |
| Cc1ccc(C)c(CS(=O)(=O)c2cn(CC(=O)N(C(C)C)C(C)C)c3ccccc23)c1 | 7%[57.5 µM] | -22% |
| CCCN(C)c1ccc(/C=N/NC(=S)Nc2cccc(CC)c2)cc1 | -9% | -6% |
| COc1ccc(C(=O)Oc2cc(C)c(Cl)cc2C(C)C)cc1 | -5% | -6% |
| Cc1ccc(NC(=O)NCCc2c[nH]c3ccccc23)cc1 | -11% | -13% |
| Cc1[nH]c2ccc(C(=O)OCC(=O)NC3CC3)cc2c1C | -6% | 2% |
| Fc1ccc(CNc2nc3ccc(Cl)cc3n3nnnc23)cc1 | 0% | 83%[activator] |
| CCN(CC)S(=O)(=O)c1nnc(NC(=O)c2ccc(Br)cc2)s1 | 26% | 1% |
| COc1ccc(-c2ccc(=O)n(CCNC(=O)Cc3ccccc3)n2)cc1 | 0% | -7% |
| CCOC(=O)c1c(C)[nH]c(C)c1S(=O)(=O)N(C)CC(=O)Nc1ccc(OC)cc1 | 4% | 7% |

Continued:
| mol | UDG counter | AID inh |
| --- | --- | --- |
| COCCNCc1ccc(-c2ccc(F)cc2)o1 | 7% | 0% |
| O=c1c2ccccc2sc2cc(Br)ccc12 | 11% | -3% |
| Cc1cc(C)c(NC(=O)Nc2sc3nc4n(c(=O)c3c2C)CCC(C)CC4)c(C)c1 (configuration not stated) | -5% | 16% |
| COc1ccc(N(Cc2nnc3n2CCCCC3)C(=O)Nc2cccc(C)c2)cc1Cl | -2% | 0% |
| CC(=O)N1CCc2nc3sc(C(=O)Nc4ccc(Cl)cc4F)c(N)c3c(C(F)(F)F)c2C1 | -9%&6% | -6%&19% |
| Cc1ccc(SCc2nc(-c3ccc(C(=O)Nc4cc(C)ccc4C)cc3)oc2C)cc1 | -11% | -28% |
| O=C1C=CC(=CN(O)c2ccccc2)C=C1 | u | 5% |
| Cc1nc(-c2ccccc2)sc1-c1ccc(SCC(=O)Nc2ccccc2)nn1 | 35%[activator] | 2% |
| CCCCCCn1nc(C(=O)OCC(=O)NCc2ccc(F)cc2)c2ccccc2c1=O | -3% | 2% |
| CN(C(=O)Cn1c(=O)n(CCC(=O)NCc2ccc3c(c2)OCO3)c(=O)c2sccc21)c1ccccc1 | -2% | 2% |
| CCOc1ccc(-c2cc(C(=O)OC)c3ccccc3n2)c(OCC)c1 | 8% | 3% |
| O=C(Nc1ccccc1Cl)c1sc2cccc(Cl)c2c1Cl | 1%[57.5 µM] | 7% |
| Cc1ccc(CCNC(=O)c2ccc3c(c2)N(Cc2ccccc2)C(=O)c2ccccc2S3=O)cc1 (configuration not stated) | -9% | -15% |
| O=C(Cn1c(=O)n(Cc2cccs2)c(=O)c2cccnc21)Nc1ccccc1F | -10% | 12% |

Profiles from above. Order of values: UDG counter | AID inh
O=C1C=CC(=CN(O)c2ccccc2)C=C1 as listed: u | 5%
COc1ccc(N(Cc2nnc3n2CCCCC3)C(=O)Nc2cccc(C)c2)cc1Cl as listed: -2% | 0%

The list is partial. The share of hits here may be higher or lower than overall.
